# TDP1 inh: blocks human tyrosyl-DNA phosphodiesterase 1. Q9NUW8. recombinant TDP1, AlphaScreen DNA substrate cleavage. Potency, µM (titrated, usually from 130 µM), inactives show at the highest dose activity change, negative = inhibition, actives largely listed as inhibitors. 350,000 tested, 0.28% active. AID 485290; also: nearly all actives have a fitted effect of over 40% in size
# Target sequence (Q9NUW8 whole entry, looked up): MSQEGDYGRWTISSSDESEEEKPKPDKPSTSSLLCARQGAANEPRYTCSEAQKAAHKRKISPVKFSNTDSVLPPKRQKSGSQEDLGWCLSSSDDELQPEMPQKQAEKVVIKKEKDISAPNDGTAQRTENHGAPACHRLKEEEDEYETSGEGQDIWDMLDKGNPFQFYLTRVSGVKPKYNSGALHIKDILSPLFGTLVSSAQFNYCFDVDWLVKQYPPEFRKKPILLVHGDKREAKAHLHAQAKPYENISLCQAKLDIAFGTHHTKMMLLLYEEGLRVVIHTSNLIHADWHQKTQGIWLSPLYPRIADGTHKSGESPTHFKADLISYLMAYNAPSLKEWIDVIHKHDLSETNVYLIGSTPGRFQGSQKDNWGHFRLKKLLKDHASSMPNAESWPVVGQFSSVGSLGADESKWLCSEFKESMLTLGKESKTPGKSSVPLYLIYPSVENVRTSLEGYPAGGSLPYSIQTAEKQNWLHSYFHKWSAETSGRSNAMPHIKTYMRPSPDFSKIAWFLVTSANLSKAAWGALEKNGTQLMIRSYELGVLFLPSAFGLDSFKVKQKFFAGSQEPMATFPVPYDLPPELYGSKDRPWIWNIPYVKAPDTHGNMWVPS
#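 Enzyme-compound mixtures sat 15 min at room temperature, followed by a 5 min reaction with 15 nM final substrate and 10 min with AlphaScreen beads. Recombinant human Tdp1 was used at 1 nM final.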
# FEN1 inh: blocks human flap endonuclease 1; Recombinant FEN1 flap cleavage, fluorescence, 15 min; Potency, µM (top dose mostly 114 µM), for inactives: top-dose activity change, negative = inhibition, hits mostly inhibitors; 390,000 tested, 0.35% active; also: nearly all actives have a fitted effect of over 65% in size
# Target sequence (P39748 whole entry, looked up): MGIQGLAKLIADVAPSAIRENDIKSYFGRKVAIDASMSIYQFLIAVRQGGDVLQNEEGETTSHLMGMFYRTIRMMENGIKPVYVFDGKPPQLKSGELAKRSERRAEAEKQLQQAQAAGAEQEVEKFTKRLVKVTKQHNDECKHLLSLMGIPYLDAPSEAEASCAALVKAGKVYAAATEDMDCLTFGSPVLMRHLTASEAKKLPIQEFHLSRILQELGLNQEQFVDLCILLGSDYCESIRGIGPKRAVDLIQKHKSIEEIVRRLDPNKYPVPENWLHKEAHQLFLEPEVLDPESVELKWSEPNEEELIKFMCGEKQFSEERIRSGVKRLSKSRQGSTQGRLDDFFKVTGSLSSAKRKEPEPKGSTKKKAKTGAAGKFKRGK
#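 Steps: FEN1 (10 nM) dispensed; compound added by pin tool; 15 min at room temperature; substrate added to 50 nM final; reads at 0 min and 15 min; data normalized and fitted (four-parameter Hill).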
# N370S GC: inhibits or activates N370S mutant glucocerebrosidase | N370S GC spleen homogenate, 4MU-glucoside fluorescence | AID 2101 | Potency, µM (highest dose often 59.4 µM), without a hit: at the highest dose activity change, negative = inhibition, usual class: inhibitors | P04062 | 330,000 tested, 0.092% active;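 also: 0% = full enzyme activity and -100% = no enzyme basal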
# The depositor's hits bear a star; u = inconclusive; x = not tested or not shown; & = joins results of further samples; [ ] = another dose, or the depositor's remark. Calls follow the shape of the dose curve; as a rule, active = well fitted curve in the direction sought with a large enough effect; inconclusive = small, poorly fitted or top-dose-only effect, or another doubt; inactive = no such curve, though single readings can be large; an effect the other way counts as inactive or inconclusive. Unless noted, % is scaled to controls: 0 for no effect and ±100 for the full control effect; potency is read from the fitted curve at half-maximal effect.
# Under each structure – TDP1 inh	FEN1 inh	N370S GC
> O=C(O)c1c2c(nc3ccccc13)/C(=C/c1cccc([N+](=O)[O-])c1)CCC2
→ 9%[0.0935 µM]	-4%	1%
> COc1cccc(NC(=S)/C(=C(\[O-])c2ccc(C)c([N+](=O)[O-])c2)[n+]2ccccc2)c1
→ 9%	-6%	2%
> COC(=O)C(C)Oc1ccc2c(c1)O/C(=C\c1ccco1)C2=O (configuration not stated)
→ x	-8%	20%
> CCCCCn1c(=N)n(CC(O)COc2ccccc2OC)c2ccccc21 (configuration not stated)
→ -5%	0%&24%	10%&-7%
> O=C(c1cccs1)N1CCN(c2ncc(Br)cn2)CC1
→ 3%	-7%	6%
> CCCCC(=O)N(CCOC)c1nnc(-c2ccc(OC)cc2)s1
→ 2%	1%	4%
> O=C(O)c1ccc(N2C(=O)CC(N3CCN(c4cccc(Cl)c4)CC3)C2=O)cc1 (configuration not stated)
→ x	12%	-14%
> COc1cc(C(=O)NCc2cccc3ccccc23)ccc1OCc1ccccc1
→ 4%	-19%	10%
> COc1ccc(-c2csc(-n3ncc(-c4cccs4)c3N)n2)cc1
→ -6%	-3%	8%
> CCOC(=O)CSc1nc(-c2ccc(OC)cc2)ns1
→ -3%	-8%	-7%
> COc1ccc(CCNC(=S)NC(=O)c2c(-c3ccccc3Cl)noc2C)cc1OC
→ 7%	-7%	-11%
> COc1ccc(C2NC(=O)NC(O)(C(F)(F)F)C2C(=O)c2ccc(C)cc2)cc1 (configuration not stated)
→ 2%	-17%	-3%
> CCN1CCN(C(=O)CCc2nnc(CCc3ccccc3OC)o2)[C@@H](C)C1=O
→ 3%	1%	-3%
> CCCCn1nnc(NC(=O)c2cc3ccccc3o2)n1
→ 9%	0%	-10%
> COc1ccc(S(=O)(=O)N2CCOCC2)cc1NC(=O)c1cccc(Cl)c1
→ 1%	11%	-3%
> CN(C)N=Nc1nc2c([nH]1)c(=O)n(C)c(=O)n2C
→ 3%	12%	-7%
> Cc1cc(Cl)ccc1N(CC(=O)NCc1ccccc1)S(C)(=O)=O
→ 1%	18%	1%
> CSc1cccc(NC(=O)Cn2c3ncccc3c(=O)n2-c2ccc(C)cc2)c1
→ -8%	-12%	x
> Cc1ccc(S(=O)(=O)N2CCC(C(=O)NC3CC(C)(C)NC(C)(C)C3)CC2)cc1
→ 1%	4%	4%
> C/C(CCC(C)C)=N\NC(=S)NCc1ccccc1
→ 6%	-17%	-5%
> Cc1ccc(CCNC(=O)c2ccc(CSCc3ccccc3C)o2)cc1
→ 5%	u	x
> Cc1ccc(Cl)cc1NC(=O)c1cc2c(=O)n3cccc(C)c3nc2n1C
→ 3%	6%	x
> O=C(OCc1ccccc1)[C@@H]1COC(c2ccc(Br)cc2)=N1
→ -1%	x	-4%[89.1 µM]
> C[C@@H]1O[C@@H](OC[C@H]2O[C@@H](Oc3cc(O)c4c(c3)O[C@H](c3ccc(O)c(O)c3)CC4=O)[C@H](O)[C@@H](O)[C@@H]2O)[C@H](O)[C@H](O)[C@H]1O
→ 2%	x	-7%
> COc1cc(NS(=O)(=O)c2ccc(NC(=S)NC(=O)c3ccc(F)cc3)cc2)nc(OC)n1
→ -3%[0.0935 µM]	0%	0%
> CN(CC(=O)Oc1ccc(-c2nnco2)cc1)S(=O)(=O)c1ccc(F)cc1
→ x	-9%	-5%
> CCS(=O)(=O)c1nc(S(=O)(=O)c2ccc(C)cc2)c(NCCCN2CCCC2=O)s1
→ 2%	20%	-4%
> CC(=O)N1CCC(Nc2ccc(C)cc2)CC1
→ 0%	-2%	-13%
> O=C(O)c1cn(C2CC2)c2cc(N3CCN(S(=O)(=O)c4ccc5c(c4)OCCO5)CC3)c(F)cc2c1=O
→ -8%	u	7%
> CCN(CC)CCNS(=O)(=O)c1ccc(C(=O)NN)cc1
→ -3%	1%	-5%
> CCNC(=O)N1c2ccc(OCC)cc2C(C)=CC1(C)C
→ 8%	-6%	24%
> CC(C)CSc1nc2ccccc2[nH]1
→ 4%	5%	-5%
> CC(=O)c1cccc(NC(=O)CC(C)n2ccnc2)c1 (configuration not stated)
→ x	1%	-7%
> O=C(NC(c1ccccc1)c1ccccc1)c1cccc(S(=O)(=O)NCc2ccccc2)c1
→ 2%	-21%	u
> S=c1[nH]c(-c2ccccc2)cn1/N=C/c1ccc(Br)cc1
→ 5%	2%	29%
> COc1ccc(S(=O)(=O)N2CCC(C(=O)N[C@@H](C)C(=O)N3CCCCCC3)CC2)cc1
→ 5%	1%	-3%
> CN1C=C/C(=C\c2cc[n+](C)c3ccccc23)c2ccccc21
→ 7%	28µM*	-26%
> CCOC(=O)C(C(=O)OCC)C1OC(=O)c2cc3c(cc21)C(=O)OC3C(C(=O)OCC)C(=O)OCC (configuration not stated)
→ 0%	2%	-3%
> Cn1c(-c2ccccc2)cccc1=O
→ 2%	7%	-4%
> NC(=O)C1CCN(C(=O)Nc2csc3ccccc23)CC1
→ 1%	-4%	2%
> COCCNC(=O)CCCC(=O)NCCOC
→ 4%	10%	6%
> COC(=O)c1sccc1NC(=O)c1cc(OC)c(OC)c(OC)c1
→ 6%	-2%	9%
> Cc1cc(=O)oc2cc(OCC(=O)N3CC(=O)Nc4ccccc43)c(Cl)cc12
→ -3%	-2%	x
> O=C(COC(=O)C1(c2ccc(Cl)cc2)CCCC1)NC1CCS(=O)(=O)C1 (configuration not stated)
→ 5%	-8%	x
> CCc1nc(N2CCN(C(C)=O)CC2)c(C#N)c2c1COC(C)(C)C2
→ 4%	-15%	3%
> CCOC(=O)N1CCN(C(=O)C2CCN(c3nnc(-n4cccc4)s3)CC2)CC1
→ x	-3%	3%
> CCN=C1S/C(=C\c2cn(CC(=O)NCCOC)c3ccccc23)C(=O)N1CC
→ -1%	15%	-8%
> COc1ccccc1/C=N/NC(=O)COCC(=O)N/N=C/c1ccccc1OC
→ 0%	-1%	1%
> CCOP(=O)(OCC)C(NC(=O)NS(=O)(=O)c1ccc(C)cc1)c1ccccc1 (configuration not stated)
→ 8%	5%	3%
> CCOc1ccc(NS(=O)(=O)c2csc(C(N)=O)c2)cc1
→ x	-5%	-22%

# (next part)
# Under each structure – TDP1 inh	FEN1 inh	N370S GC
> CCCc1c(O)nc(SCCN(CC)CC)n(C(=O)c2ccccc2)c1=O
→ 4%	-16%	-6%
> Cc1ccc(CNC(=O)c2cc3c(s2)-c2ccc(Cl)cc2SC3)cc1
→ -5%	-11%	x
> CCc1ccc2[nH]cc(C(=O)OCCOC)c(=O)c2c1
→ -1%	1%	-9%[2.35 µM]
> CC(C)(C)NC(=O)CC1C(=O)NCCN1Cc1c(F)cccc1Cl (configuration not stated)
→ -3%	6%	20%
> O=C(COC(=O)CCC1CCCC1)Nc1ccccc1OC(F)F
→ -7%	-7%	27%
> CC(=O)/C(=N\Nc1ccc(Cl)cc1)Sc1nnc(-c2ccccc2)n1-c1ccccc1
→ 4%	7%	2%
> CCOc1cc(N2CCOCC2)c(OCC)cc1NC(=O)CN1CCc2ccccc2C1
→ 11%	11%	-20%
> CC(=O)NCCOc1nc(N(C)C)nc(N2CCOCC2)n1
→ 0%	-2%	4%
> CC(=O)Nc1cccc(NC(=O)Cc2csc(COc3cccc(C)c3)n2)c1
→ -1%	7%	x
> Oc1ccc2ccccc2c1C=Nc1ccccc1Br
→ 3%	u	u

# Fetched by structure from the entries so far:
# Under each structure – TDP1 inh	FEN1 inh	N370S GC
> CC(=O)NCCOc1nc(N(C)C)nc(N2CCOCC2)n1
→ 0%	-2%	4%
> CCOc1cc(N2CCOCC2)c(OCC)cc1NC(=O)CN1CCc2ccccc2C1
→ 11%	11%	-20%
> CC(=O)Nc1cccc(NC(=O)Cc2csc(COc3cccc(C)c3)n2)c1
→ -1%	7%	x
> CC(=O)/C(=N\Nc1ccc(Cl)cc1)Sc1nnc(-c2ccccc2)n1-c1ccccc1
→ 4%	7%	2%
> Cc1ccc(CNC(=O)c2cc3c(s2)-c2ccc(Cl)cc2SC3)cc1
→ -5%	-11%	x

# (continued)
# Under each structure – TDP1 inh	FEN1 inh	N370S GC
> COC(=O)c1nn(-c2cccc(C)c2)c2nnc(Cc3ccc(C)cc3)c(=O)n12
→ 0%	-1%	4%
> Cc1ccccc1-n1cnnc1SCC(=O)Nc1cccnc1Cl
→ 2%	8%	-12%
> Cc1cc(-n2nc(C)cc2C)nc(N)n1
→ 9%	0%	0%
> CCCN1Cc2cccc(C(=O)NCc3cccs3)c2C1=O
→ 4%	-2%	17%
> O=C(c1cccc(Cl)c1)N(Cc1cccs1)C1CCS(=O)(=O)C1 (configuration not stated)
→ -1%	32%	4%
> Cc1nnc(SCC2=C(C(=O)O)N3C(=O)C(NC(=O)c4cc(F)c(F)cc4Cl)C3SC2)s1 (configuration not stated)
→ u	-1%	-1%
> O=C1N=C(N2CCCCC2)S/C1=C/C1=Cc2ccccc2OC1
→ 4%	-9%	u
> CCc1ccc(CNC(=O)C2Cc3cc(S(=O)(=O)N4CCCC4)ccc3N2C(C)=O)cc1 (configuration not stated)
→ 1%	-13%	-21%
> COc1ccc(-c2[nH]c(-c3ccc(F)cc3)nc2SCC(=O)NC2CCCC2)cc1
→ -1%	-1%	14%
> Nc1ncnc2c1ncn2[C@H]1C[C@H](O)[C@@H](COP(=O)(O)O)O1
→ 3%	-1%	3%
> Cc1ccc(NC(=O)c2ccc(F)cc2)nc1
→ -11%	-5%	-12%
> CCCN1CCN(CCCNC(=O)C(CC)n2nc(C)n3c(cc4occc43)c2=O)CC1 (configuration not stated)
→ 1%&0%	19%&-1%	-1%
> CCN(CC)C(=O)CCc1nnc(Cc2cccc(C(F)(F)F)c2)o1
→ x	2%	3%
> Nc1cccc(-c2cn(-c3cc4cc(C#CC5(O)CCCCC5)ccc4oc3=O)nn2)c1
→ 1%	u	x
> CCCCOc1ccc(C(=O)N2CCN(CC(=O)Nc3ccc(C)cc3)CC2)cc1OC
→ 10%	-21%	-11%
> C/C(=N\N=C(N)N)c1cccc(Cl)c1
→ -7%	6%	-24%
> C[C@@H]1CN(CCCn2c3ccccc3c3ccccc32)C[C@H](C)N1
→ 6%&5%	x	-9%&-23%
> CCOc1ccccc1CN1CCN(C2CCC2)CC1CCO (configuration not stated)
→ x	2%	-21%
> COc1ccc(NC(=O)c2ccc3c(=O)n(CC4CCCO4)c(=S)[nH]c3c2)c(OC)c1 (configuration not stated)
→ 4%	0%	-1%
> CC1(C)C(=O)OC(c2ccc([N+](=O)[O-])cc2)C(C)(C)C1=O (configuration not stated)
→ x	-5%	-5%
> COc1ccc(CNC(=O)CCSc2ccc(F)cc2)cc1OC
→ 5%	-6%	u
> CC1Oc2ccccc2C(=O)N(CC(=O)c2ccc3c(c2)OCCO3)C1=O (configuration not stated)
→ 3%	-23%	-5%
> Clc1cccc(Cl)c1C[n+]1ccc2ccccc2c1
→ x	-9%	6%
> C=CCn1c2ccccc2c2nnc(SCCN3CCOCC3)nc21
→ x	7%	2%
> Cc1nnc(N2CCN(C(=O)NCCC(C)C)CC2)c2nn(-c3ccc(Cl)cc3)c(C)c12
→ 5%	1%	x
> N#Cc1ccccc1NC(=O)CC1c2ccccc2Oc2ccccc21
→ 3%	-1%	-2%
> N/C(COc1ncn(-c2ccccc2)n1)=N\S(=O)(=O)c1ccccc1
→ -1%	-7%	21%
> Cc1cc(S(=O)(=O)N2CCC(NC(=O)C34CC5CC(CC(C5)C3)C4)CC2)ccc1-n1cnnn1
→ 0%	-16%	8%
> CC(=O)Nc1ccc(S(=O)(=O)N(C)CC(=O)OCC(=O)N2CCCCC2)cc1
→ x	-4%	-2%
> CC(C)C[C@H](NC(=O)[C@H](CCCCN)NC(=O)CNC(=O)[C@H](CC(C)C)NC(=O)[C@@H](N)C(C)C)C(=O)N[C@@H](CO)C(=O)N[C@@H](CCC(N)=O)C(=O)N[C@@H](CCC(=O)O)C(=O)N[C@@H](CC(C)C)C(=O)N[C@@H](Cc1cnc[nH]1)C(=O)N[C@@H](CCCCN)C(=O)N[C@@H](CC(C)C)C(=O)N[C@@H](CCC(N)=O)C(=O)N[C@H](C(=O)N[C@@H](Cc1ccc(O)cc1)C(=O)N1CCC[C@H]1C(=O)N[C@@H](CCCNC(=N)N)C(=O)N[C@H](C(=O)N[C@@H](CC(N)=O)C(=O)N[C@H](C(=O)NCC(=O)N[C@@H](CO)C(=O)NCC(=O)N[C@H](C(=O)N1CCC[C@H]1C(N)=O)[C@@H](C)O)[C@@H](C)O)[C@@H](C)O)[C@@H](C)O
→ 10%	x	0%
> COc1cccc(/C=C2\SC(=S)N(NS(=O)(=O)c3ccccc3)C2=O)c1OC
→ x	-3%	-16%
> CCNC(=S)Nc1cccc(Cl)c1C
→ 0%	5%	-2%
> O=C(c1cc2c([nH]c1=O)CCCC2)N1CCc2c([nH]c3ccccc23)C1c1ccccc1F (configuration not stated)
→ 8%	-16%	-9%
> COCCCNC(=O)CN(Cc1ccc(Cl)cc1)S(C)(=O)=O
→ 0%	-2%	2%
> Cc1cc(C)c(NC(=O)C(C)n2c(=O)cc(C)c3c(C)nn(-c4ccccc4)c32)c(C)c1 (configuration not stated)
→ 3%	-4%	x
> CCn1c2ccccc2c2cc(CN3CCN(C(=O)c4ccco4)CC3)ccc21
→ 12%	7%	u

# High-throughput results deposited in PubChem BioAssay by National Center for Advancing Translational Sciences (NCATS).
